Compound activity from PubChem.
HTT cytoprotect: Huntington cell model cytoprotection by ATP luminescence; Potency, µM (top dose mostly 56.4 µM), inactives show cytoprotection (ATP increase), usual class: activators; PC12 HTT-Q103 induced, cytoprotection, ATP luminescence, 40 h; AID 1471; 230,000 tested, 0.14% active;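 note: potency is the fitted concentration of half-maximal effect; % of control where 0% means no effect; nearly all actives have a fitted effect of over 45% in size; toxic huntingtin expression switched on by the ecdysone agonist tebufenozide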
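Rat PC12, Q103 Htt exon1-GFP fusion, ecdysone promoter; tebufenozide inducer 100 nM final; compound titration; qHTS, 1500 cells/well; ATPlite luminescent read.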
GAA inhib: blocks human lysosomal alpha-glucosidase; P10253; 200,000 tested, 0.005% active; purified human GAA, 4-MU-alpha-glucoside fluorescence; Potency, µM (top dose mostly 76.9 µM), for inactives: top-dose activity change, negative = inhibition, most hits filed as inhibitors;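 note: potency is the fitted concentration of half-maximal effect; plate controls were uninhibited enzyme wells for no effect and no-enzyme background for full effect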
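Fluorescence at Ex 365/Em 440 nm from 4-methylumbelliferone reported enzyme activity after 20 min at room temperature. Reactions used 4 nM enzyme and 400 uM substrate at pH 5.0; curves fitted with the Hill equation.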
GAA glycogen: GAA glycogen-cleavage inhibition or activation; P10253; recombinant GAA, glycogen substrate, Amplex Red glucose oxidase fluorescence; Potency, µM (titrated, usually from 76.4 µM), inactives show at the top dose activity change, negative = inhibition, usual class: inhibitors; 300,000 tested, 0.38% active; AID 2100;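 note: potency is the fitted concentration of half-maximal effect; 0% = full enzyme reaction and -100% = no-enzyme basal signal; the screen sought inhibitors and activators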
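Recombinant human enzyme (4 nM); glycogen substrate; 37 C, 40 min, pH 5.0. Readout: coupled glucose oxidase/Amplex Red fluorescence.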
Lamin A splicing: LMNA splicing modulation. HeLa LMNA splicing GFP/RFP minigene ratio, 48 h. Potency, µM (top dose mostly 46.1 µM), for the others: top-dose ratio change, negative = inhibition, hits mostly inhibitors. 200,000 tested, 0.01% active; active = well fitted inhibition curve with a large enough effect in the signal ratio, with a control signal flat, not every such curve was filed as active; inconclusive = small, poorly fitted or top-dose-only effect, or effect the other way, or a change in a side signal; the % refers to the signal ratio; note: potency is the fitted concentration of half-maximal effect; % is set by controls: 0 for no effect and ±100 for the full control effect
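Read-out is the ratio of GFP to DsRed2 object intensity, acquired by 488 nm laser-scanning cytometry on HeLa lamin A-EGFP minigene reporter cells. Compound incubation 48 hrs at 37 °C in Opti-MEM with 2% FBS; DMSO 0.5% final.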
CBFb-RUNX1 inh: inhibitors of human CBF-beta and RUNX1 interaction; Q01196+Q13951; AlphaScreen CBFb-His/RUNX1-biotin binding, biochemical; Potency, µM (doses to about 59.8 µM), inactives show at the highest dose activity, negative = inhibition, usual class: inhibitors; 230,000 tested, under 10 active; AID 1477; note: % of control where 0% means no effect
Target sequence (Q01196 whole entry, looked up): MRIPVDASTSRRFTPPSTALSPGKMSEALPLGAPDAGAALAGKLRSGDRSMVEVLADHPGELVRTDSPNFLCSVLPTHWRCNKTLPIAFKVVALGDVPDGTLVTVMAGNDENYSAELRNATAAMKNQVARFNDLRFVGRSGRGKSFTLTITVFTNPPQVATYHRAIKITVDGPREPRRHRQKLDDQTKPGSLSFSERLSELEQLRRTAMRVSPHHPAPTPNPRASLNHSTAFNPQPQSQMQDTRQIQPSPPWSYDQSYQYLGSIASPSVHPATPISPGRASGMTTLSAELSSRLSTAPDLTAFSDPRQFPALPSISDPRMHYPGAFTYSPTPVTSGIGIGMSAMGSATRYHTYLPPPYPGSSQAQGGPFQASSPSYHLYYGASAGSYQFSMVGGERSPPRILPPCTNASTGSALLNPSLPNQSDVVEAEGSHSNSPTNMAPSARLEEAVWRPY
Target sequence (Q13951 whole entry, looked up): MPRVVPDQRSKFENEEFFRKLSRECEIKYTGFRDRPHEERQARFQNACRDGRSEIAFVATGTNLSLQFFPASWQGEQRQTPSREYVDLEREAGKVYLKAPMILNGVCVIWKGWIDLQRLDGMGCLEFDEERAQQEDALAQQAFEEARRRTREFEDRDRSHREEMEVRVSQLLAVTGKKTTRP
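AlphaScreen binding: CBFb-His and RUNX1-biotin (30 nM each) preincubated 20 min, compound added for 15 min, then nickel and streptavidin beads for 90 min, all at room temperature. Disruption of the interaction by any mechanism counts as activity.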
GAA spleen mod: lysosomal alpha-glucosidase (human) modulation. human spleen homogenate, 4-MU-alpha-glucoside fluorescence. AID 2112. P10253. Potency, µM (highest dose often 79.9 µM), for inactives: top-dose activity change, negative = inhibition, most hits filed as inhibitors. 240,000 tested, 0.006% active;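 note: potency is the fitted concentration of half-maximal effect; 0% = enzyme with vehicle and -100% = no enzyme basal signal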
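AC50 values come from Hill-equation fits of concentration-response data, normalized to no-enzyme and full-activity controls. Enzyme source: 1 ug human spleen homogenate; 1 mM fluorogenic 4-MU glucoside, pH 5.0 citrate buffer, 37 C, 40 min.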
HTT aggregate: inhibitors of mutant huntingtin aggregate formation in PC12 cells. PC12 HttQ103-GFP aggregates, Acumen cytometry, 40 h. Potency, µM (top dose mostly 46.1 µM), inactives show top-dose activity change, negative = inhibition, most hits filed as inhibitors. 220,000 tested, 1.1% active. AID 1688; note: potency is the fitted concentration of half-maximal effect; % is set by controls: 0 for no effect and ±100 for the full control effect; nearly all actives have a fitted effect of over 60% in size
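Ecdysone-promoter PC12 model expressing HTT exon 1 Q103 fused to GFP, induced by tebufenozide at 100 nM final. Compounds titrated; aggregates sized 1–25 µm scored on a 488 nm laser cytometer.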
Starred values were filed as active, the others as inactive; u = inconclusive; x = not tested or not shown; & = joins results of further samples; [ ] = remark or other dose. Unless noted, calls come from the whole dose curve; as a rule, active = well fitted curve in the direction sought with a large enough effect; inconclusive = small, poorly fitted or top-dose-only effect, or another doubt; inactive = no such curve, though single readings can be large; an effect the other way counts as inactive or inconclusive.

SMILES	HTT cytoprotect	GAA inhib	GAA glycogen	Lamin A splicing	CBFb-RUNX1 inh	GAA spleen mod	HTT aggregate
Cn1ncc2c(Nc3cccc(Cl)c3)nc(Nc3cccc(Cl)c3)nc21	16%&10%[10 µM]	x	-2%	x	-2%	2%	-34%[9.22 µM]
O=C(CONS(=O)(=O)c1ccc(Cl)cc1)NCCNc1ncc(C(F)(F)F)cc1Cl	-58%[inhibitor]	-6%	-27%	-12%[46 µM]	11%	-4%	-32%
O=C(Nc1cccnc1)C1OCCc2ccccc21 (centres undefined)	5%	0%	4%	-2%	7%	0%	-12%
O=C(c1cnn2c1NC(c1ccc(Br)cc1)CC2C(F)(F)F)N1CCN2CCCC2C1 (centres undefined)	-18%	-8%	0%	2%	0%	-10%	10%
Cc1nnc(N(Cc2ccco2)C(=O)c2ccc(C#N)cc2)s1	21%[10 µM]	1%	-1%	-9%	-1%	-7%	-8%
CCOc1cccc(-c2nnc3n2N=C(c2cc(OC)ccc2OC)CS3)c1	-48%[inhibitor][10 µM]	-10%	-3%	u	1%	-6%	-15%
O=C(CSc1ccc2ccccc2n1)c1ccc2c(c1)OCO2	-24%	-4%	-4%	5%	22%	-4%	-5%
CCCc1nnc(SCC(=O)N2CCCCC2C)n1CCCOC (centres undefined)	3%	1%	22%	14%	3%	-2%	16%
COc1ccc(C(CC(=O)O)NC(=O)COc2ccc(C)cc2)cc1OC (centres undefined)	x	6%	0%	4%	-2%	-14%	-7%
CC(=O)N1CC(=O)N(OCc2ccccc2)C1c1ccc(Cl)cc1Cl (centres undefined)	-25%	u	11%	-7%	2%	0%	-6%
CC(C)(C)c1ccc(COc2ccsc2C(=O)O)cc1	-58%[inhibitor]	1%	-4%	3%[46 µM]	-2%	-3%	-5%
Cc1cccc(-c2noc(CN(C(=O)C(c3ccccc3)c3ccccc3)C(C)C)n2)c1	-39%[inhibitor]	-8%	-11%	1%	13%	-9%	u
Cc1cccc(NC(=O)C2CC(O)CN2C(=O)OCc2ccccc2)c1 (centres undefined)	7%	-2%	8%	2%	8%	2%	17%
O=C(c1cc(-c2ccc(Cl)c(Cl)c2)on1)N1CCCC1	2%	0%	-2%	-12%	-2%	-5%	-2%
CN1C(=O)/C(=C/c2cccc(Cl)c2)Sc2ccc(C(=O)NCc3cccnc3)cc21	-58%[inhibitor]	u	-4%	x	4%	-9%	u
Cc1cc(=O)[nH]c2c(C)c(N)ccc12	1%	u	3%	0%	-5%	15%	5%
CCOC(=O)c1c(C)oc2c1c(C=NCCO)c(O)c1ccccc12	-3%	u	-7%	x	-6%	2%	u
COc1cc(C(C)=O)ccc1COc1ccc(C(=O)OCC(N)=O)cc1OC	-1%[1.9 µM]	2%	9%	14%	-3%	5%	5%
Oc1oc(-c2ccc(Br)cc2)nc1C=Nc1ccc(Br)cn1	x	-1%	12%	x	0%	6%	30%
COc1cc(OC)c(C(=O)Nc2ccc(S(=O)(=O)Nc3ncccn3)cc2)cc1OC	-2%	-1%	7%	-8%	5%	-12%	-1%

Some of the entries so far, bar-delimited.
SMILES | HTT cytoprotect | GAA inhib | GAA glycogen | Lamin A splicing | CBFb-RUNX1 inh | GAA spleen mod | HTT aggregate
Cn1ncc2c(Nc3cccc(Cl)c3)nc(Nc3cccc(Cl)c3)nc21 | 16%&10%[10 µM] | x | -2% | x | -2% | 2% | -34%[9.22 µM]
O=C(CONS(=O)(=O)c1ccc(Cl)cc1)NCCNc1ncc(C(F)(F)F)cc1Cl | -58%[inhibitor] | -6% | -27% | -12%[46 µM] | 11% | -4% | -32%
O=C(Nc1cccnc1)C1OCCc2ccccc21 (centres undefined) | 5% | 0% | 4% | -2% | 7% | 0% | -12%
O=C(c1cnn2c1NC(c1ccc(Br)cc1)CC2C(F)(F)F)N1CCN2CCCC2C1 (centres undefined) | -18% | -8% | 0% | 2% | 0% | -10% | 10%

Other entries
SMILES	HTT cytoprotect	GAA inhib	GAA glycogen	Lamin A splicing	CBFb-RUNX1 inh	GAA spleen mod	HTT aggregate
S=c1[nH]nc(CCCc2n[nH]c(=S)o2)o1	15%[10 µM]	x	-19%	x	8%	0%	0%[9.22 µM]
CC(=O)c1c(C)n(C)c2ccc(O)cc12	11%	-7%	-29%	-2%	8%	3%	-29%
CCSc1n[nH]c2nc3c(c(=O)n12)C1(CCCC1)Cc1ccccc1-3	-21%	u	2%	13%[0.0737 µM]	7%	-2%	-13%
Cc1cccc(Cn2c(=O)n(Cc3ccco3)c(=O)c3ccccc32)c1	10%[10 µM]	-3%	1%	1%	10%	1%	-1%
N#Cc1c(NC(=O)c2cccnc2)sc2c1CCC2	-84%[inhibitor]	-1%	u	u	-8%	-2%	-10%
COC(=O)c1ccc(N2C(=O)CC(Sc3n[nH]c(C)n3)C2=O)cc1 (centres undefined)	-7%	-8%	-6%	4%	4%	-1%	-14%[9.22 µM]
CCCCN(C(=O)CSc1cc(C)c2ccccc2n1)c1c(N)n(Cc2ccccc2)c(=O)[nH]c1=O	18%[1.9 µM]	0%	-3%	-14%	3%	5%	13%
CCCn1c(-c2ccc(F)cc2)nc2c(N3CCN(CCC(=O)OCC)CC3)nc(C)nc21	-40%[inhibitor]	x	x	x	15%	1%	x
CCC(CC)NC(=O)CO/N=C/c1ccccc1OC(F)F	11%[10 µM]	3%	13%	u	6%	1%	3%
CCOC(=O)c1c(NC(=O)CSc2nnc(CNc3ccc(F)cc3)o2)sc(C)c1C	-17%[10 µM]	-13%	1%	8%	1%	-10%	-6%
O=C(NC(=S)Nc1ccc(N2CCOCC2)cc1)c1cccc([N+](=O)[O-])c1	-17%[0.074 µM]	u	1%	9%	3%	-3%	7%
O=C1CN(C(=O)COc2cccc(F)c2)c2ccccc2N1	11%[10 µM]	-10%	-2%	-4%	-2%	0%	0%
Cc1cccc(NC(=O)C(=O)N/N=C/c2ccncc2)c1	x	-2%	16%	0%[46 µM]	6%	2%	0%
CCCCNC(=S)N/N=C1\CCCCc2ccccc21	13%[0.074 µM]	2%	-1%	u	-14%	-7%	9%
CCOC(=O)CSc1nnc(C)n1N	4%	u	1%	10%	0%	4%	26%
Cc1cccc(C(=O)Oc2ccccc2/C=N/Nc2ccc([N+](=O)[O-])cc2)c1	22%[10 µM]	-29%	1%	-2%	0%	-4%	u
CC(C)C1S/C(=N/N=C/c2cccs2)NC1=O (centres undefined)	-10%	-2%	-5%	5%	-12%	-8%	-10%
Cc1cccc(NC(=O)CSc2nnc(-c3ccccc3Br)o2)c1C	-4%	-10%	-7%	17%	3%	3%	12%
COc1cccc(NC(=O)COC(=O)c2nc(Cl)ccc2Cl)c1	-13%	4%	-14%	1%[46 µM]	-15%	3%	6%
COc1cc(NS(=O)(=O)c2ccc(N/C=C\C(=O)c3ccc(F)cc3)cc2)nc(OC)n1	-5%[10 µM]	-12%	22%	0%	-1%	-3%	u
Clc1ccc(C(c2nnnn2C2CCCC2)N2CCN(Cc3ccncc3)CC2)cc1 (centres undefined)	-30%	-4%	0%	15%	1%	-10%	4%
O=C(CC1C(=O)N(c2ccccc2)C(=O)N1C1CCCCC1)Nc1ccccc1 (centres undefined)	-36%[inhibitor]	-13%	6%	8%	-14%	-6%	29%
CCCN1CCCc2ccccc21	-18%	-4%	10%	-1%	-4%	0%	-32%
CCOC(=O)C(O)(CC(=O)c1ccc(OC)cc1)C(F)(F)F (centres undefined)	27%[10 µM]	1%	-4%	-6%	8%	-1%	-2%
CCC(CC)c1nc(C#N)c(NC(C)c2ccccc2)o1 (centres undefined)	x	4%	-26%	u	3%	3%	-3%
COc1ccc(C)cc1NC(=O)c1ccc(S(=O)(=O)N2CCOCC2)cc1	-22%	0%	0%	-1%	-5%	-6%	-9%
CCOc1cc(S(=O)(=O)n2cnc(C)c2)ccc1Cl	x	6%	3%	x	-2%	5%	x
Cc1ccc(-n2nnnc2SCc2nc3sc(C)c(C)c3c(=O)[nH]2)cc1	32%[10 µM]	4%	-1%	2%	0%	4%	3%
Cc1ccc(C2N=C(N)Nc3nc(=O)c4ccccc4n32)cc1 (centres undefined)	6%[10 µM]	x	1%	x	-4%	8%	5%[9.22 µM]
Cc1cc(-c2nn(-c3ccccc3F)cc2CN2CCC(C(N)=O)CC2)c(C)s1	-18%[10 µM]	x	-13%	x	19%	2%	-16%[9.22 µM]

Just CBFb-RUNX1 inh (3 entries from above):
SMILES | CBFb-RUNX1 inh
CCCN1CCCc2ccccc21 | -4%
Clc1ccc(C(c2nnnn2C2CCCC2)N2CCN(Cc3ccncc3)CC2)cc1 (centres undefined) | 1%
CCOc1cc(S(=O)(=O)n2cnc(C)c2)ccc1Cl | -2%

Next section
SMILES	HTT cytoprotect	GAA inhib	GAA glycogen	Lamin A splicing	CBFb-RUNX1 inh	GAA spleen mod	HTT aggregate
COCCCNc1nc(-c2ccncc2)nc2ccccc12	-8%	-6%	-11%	u	3%	0%	6%
C[C@@H](C(=O)NCCCCCC(=O)O)n1nnc2ccccc2c1=O	4%[10 µM]	-5%	8%	x	2%	0%	9%[9.22 µM]
COc1ccc(-c2nc(Cn3c(SCc4ccc(F)cc4)nc4ccncc43)c(C)o2)cc1OC	-81%[inhibitor]	-9%	0%	-7%	-10%	-15%	17%
CC(C)C(NC(=O)c1ccco1)C(=O)OCC(=O)Nc1ccc(C(N)=O)cc1 (centres undefined)	-3%	5%	-3%	-6%[9.22 µM]	1%	2%	u
Cc1c(Br)ccc(NC(=O)CCN2C(=O)C3C4CCC(C4)C3C2=O)c1C (centres undefined)	-10%	-12%	11%	7%	3%	-8%	14%
O=C(Nc1cccc(-c2nc3ccccc3o2)c1)c1cccnc1	-53%[inhibitor]	-15%	2%	x	14%	x	-27%
COCCCn1c(SCC(=O)OC2CCCCC2)nnc1-c1ccco1	15%	-9%	6%	6%	7%	-4%	-15%
CCC(C)Nc1nc(N)c([N+](=O)[O-])c(NCCO)n1 (centres undefined)	28%[10 µM]	x	0%	x	2%	-5%	28%[9.22 µM]
O=C(NC1CCCCC1)C1CCCN(c2nnnn2-c2ccccc2)C1 (centres undefined)	19%	9%	4%	-9%	5%	-6%	-8%
CC(C)C(NC(=O)c1ccc(C(C)(C)C)cc1)C(=O)NCCc1ccccn1 (centres undefined)	1%[10 µM]	2%	2%	2%[46 µM]	-1%	5%	-25%
CC(C)=C1Cc2ccccc2C1=O	-21%	2%	3%	x	14%	x	0%
